# SENP1 inh – blocks the human SENP1 SUMO protease catalytic domain; 0.21% of 360,000 active; Q9P0U3; inhibition, % at 10 µM; recombinant SENP1 catalytic domain, CyPet-SUMO1-YPet FRET cleavage;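 active = inhibition at least 30% at 10 µM, raw YFP signal under a set limit, fluorescence ratio 0.5 to 1.5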;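 note: 0% = enzyme with DMSO and 100% = no enzyme wells; some results filed as inactive read as strong as hits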
# Target sequence (Q9P0U3 419-644 limits assumed): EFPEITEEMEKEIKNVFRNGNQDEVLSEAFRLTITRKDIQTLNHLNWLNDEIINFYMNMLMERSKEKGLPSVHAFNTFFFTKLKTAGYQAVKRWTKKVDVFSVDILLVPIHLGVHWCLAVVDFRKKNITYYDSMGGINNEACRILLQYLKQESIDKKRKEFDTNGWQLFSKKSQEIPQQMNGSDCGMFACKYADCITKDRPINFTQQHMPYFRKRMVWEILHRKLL
#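 material = recombinant human SENP1 catalytic domain, His6-tagged | quantity = 20 pM enzyme | reagent = 25 nM SUMO1 FRET substrate | compound dosing = 10 µM single point, 0.5% DMSO | timing = 50 min enzyme reaction, room temperature, light-protected | detection = FRET, CFP and YFP emission | control set = no-enzyme low, enzyme-DMSO high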
# * = called active by the depositor.
entry	molecule	SENP1 inh
1	COc1cc(CNC[C@H]2O[C@@H](n3cnc(C(N)=O)n3)[C@H](O)[C@@H]2O)ccc1OCc1cccc(Cl)c1	-3
2	Cc1cn([C@H]2C[C@H](O)[C@@H](CNC(=O)[C@@H]3C[C@H](F)CN3)O2)c(=O)[nH]c1=O	-1
3	COc1ccc(N2CCN(C(=O)COC(=O)[C@@H](NC(=O)c3ccccc3Cl)C(C)C)CC2)cc1	-2
4	CC1(C)CC(=O)C=C(c2ccc(Oc3ccccc3)cc2)C1=O	0
5	COc1ccc(OC2(C)CCN(Cc3ccc(-c4ccccc4)o3)C2)cc1 (stereo not given)	-7
6	CCN(CC)S(=O)(=O)c1ccc(N2CCOCC2)c(NC(=O)c2cc(-c3ccccn3)nc3ccccc23)c1	-2
7	Cn1cc(Cc2ccc(C(=O)NCc3ccccc3)cn2)c2ccccc21	-2
8	CCC(=O)Nc1ccc(C(=O)CSc2nc3ccc(C)cc3[nH]2)cc1	-6
9	Cc1cc(NC(=O)OC(C)(C)C)c(-n2nnnc2C(C(=O)c2ccccc2)N2CCOCC2)cc1C (stereo not given)	2
10	O=[N+]([O-])c1ccccc1CCc1ccccc1[N+](=O)[O-]	2
11	Nc1ccn([C@@H]2O[C@H](C(=O)N3CCCN(Cc4cccs4)CC3)[C@@H](O)[C@H]2O)c(=O)n1	1
12	Oc1cccc(C=NNc2ccccn2)c1	1
13	CC(O)(c1cccc(F)c1)c1nc(-c2cncnc2)cs1 (stereo not given)	0
14	Cc1ccc([C@H]2C[C@H](n3cc(C4CC4)nn3)[C@@H](O)CN2Cc2cccs2)cc1	-4
15	Cn1cc(CN2CCC(n3nccc3NC(=O)c3ccc4c(c3)OCO4)CC2)cn1	-2
16	COc1ccc(C(=O)NCCCN2CCCC2=O)cc1S(=O)(=O)N1CCOCC1	3
17	O=C1CCCCC1C(O)(C(=O)c1ccccc1)c1ccccc1 (stereo not given)	3
18	Cc1c(C(=O)NCc2ccc3c(c2)OCO3)sc(=O)n1Cc1ccc(S(=O)(=O)N(C)C)cc1	0
19	CC(=O)Nc1cccc(-c2ccnc3c2CC(C(=O)NCc2ccncc2)O3)c1 (stereo not given)	1
20	COc1ccc(C(=O)NCC2CCCO2)cc1S(=O)(=O)NCc1ccc(Cl)cc1 (stereo not given)	1
21	COCCNC(=O)c1cc2c(c(-c3cccc(-c4cccc(OC)c4)c3)n1)[C@H](CCO)N(S(=O)C(C)(C)C)C2 (stereo not given in full)	-16
22	COc1cccc(C(=O)c2ccncc2C(=O)O)c1OC	1
23	O=C(Nc1ccc(S(=O)(=O)Nc2ncccn2)cc1)c1cccc([N+](=O)[O-])c1	0
24	CC(C)c1ccc(C(=O)Nc2ccc(S(=O)(=O)NC3=NCCCCC3)cc2)cc1	-1

# Grouped by structure, the compounds so far with a Cl atom
entry	molecule	SENP1 inh
1	COc1cc(CNC[C@H]2O[C@@H](n3cnc(C(N)=O)n3)[C@H](O)[C@@H]2O)ccc1OCc1cccc(Cl)c1	-3
3	COc1ccc(N2CCN(C(=O)COC(=O)[C@@H](NC(=O)c3ccccc3Cl)C(C)C)CC2)cc1	-2
20	COc1ccc(C(=O)NCC2CCCO2)cc1S(=O)(=O)NCc1ccc(Cl)cc1 (stereo not given)	1

# The list goes on.
entry	molecule	SENP1 inh
25	CN/N=C(\Cc1nc2ccccc2[nH]1)c1ccc([N+](=O)[O-])cc1	-8
26	O=C(CCl)N(Cc1cccc([N+](=O)[O-])c1)c1cccc(Cl)c1	0
27	CCOC(=O)c1cc2c(=Cc3ccc(N(C)C)cc3)c3ccccc3n2[n+]1C	44
28	COCCCNC(=O)C[C@@H]1C[C@@]2(C(=O)OC)CCCCC=C2N(CCC2=CCCCC2)C1=O	1
29	CC(C)Nc1ncnc2c1ncn2[C@H]1CN(Cc2ccccc2)C[C@@H](CO)O1	1
30	COc1ccc(Cc2c(-c3ccc(C)cc3)nc3cc(C)c(Br)c(C)n23)c(C)c1	2
31	COc1ccccc1N1CCN(S(=O)(=O)CCNC(=O)CC2CCCC2)CC1	1
32	Cc1ccc(OCCNC(=O)[C@H]2O[C@@H](n3cnc4c(N)ncnc43)[C@H](O)[C@@H]2O)cc1C	2
33	CN1OC[C@@H]2CN(C(=O)c3cccc4ccccc34)[C@H](c3ccc(N4CCCCC4)cc3)C[C@@H]21	2
34	Cc1cc2nc(-c3cccc(Br)c3)c(Cc3ccsc3)n2c(C)c1Br	11
35	O=S1(=O)CC(N2CCN(CCO)CC2)CN1Cc1cn(Cc2cccc(Cl)c2)nn1 (stereo not given)	-2
36	CCNc1nc(-c2sc(NC(=O)C(C)(C)C)nc2C)c(-n2cc(-c3ccccc3)nn2)s1	-4

# Structures above that have fluorine:
entry	molecule	SENP1 inh
2	Cc1cn([C@H]2C[C@H](O)[C@@H](CNC(=O)[C@@H]3C[C@H](F)CN3)O2)c(=O)[nH]c1=O	-1
13	CC(O)(c1cccc(F)c1)c1nc(-c2cncnc2)cs1 (stereo not given)	0

# Later entries
entry	molecule	SENP1 inh
37	O=C(Nc1ccc(OCc2ccccc2)cc1)Nc1nnc([C@@H]2C[C@H](O)[C@@H](CO)O2)s1	0
38	Cc1ccccc1NC(=O)Nc1nc(C(N)C2CCCCC2)cs1 (stereo not given)	3
39	CCOc1ccc(CCN2C(=S)N([C@@H](CC(C)C)CN3CCCC3CN3C(=S)NC[C@@H]3CC(C)C)C[C@@H]2CC(C)C)cc1 (stereo not given in full)	2
40	CC(=O)Nc1cc([N+](=O)[O-])ccc1OCc1ccccc1	2
41	Cc1ccc(NC(=O)C2(C)CCN2C(=O)CC(c2ccccc2)c2ccccc2)cc1 (stereo not given)	2
42	O=C(NN=Cc1ccccc1Cl)c1ccccc1	1
43	COc1cccc(S(=O)(=O)N(C)C[C@@H]2OCc3cnnn3CCCC(=O)N([C@@H](C)CO)C[C@H]2C)c1	-1
44	O=C1CCCC(NCCCCCCNC2=C([N+](=O)[O-])C(=O)CCC2)=C1[N+](=O)[O-]	1
45	O=S(=O)(Cc1ccc(Cl)cc1Cl)c1ccc(Cl)cc1	3
46	Cc1ccccc1S(=O)(=O)N1C[C@@H]2C(C(=O)C[C@@H]3C(=O)N(C)C(=O)[C@@H]32)[C@@H]1c1ccc(Cl)cc1 (stereo not given in full)	9
47	COc1ccc(C(=O)Nc2cccc(C)n2)cc1S(=O)(=O)N1CCCc2ccccc21	-2
48	O=C1Nc2ccccc2Cc2ccccc21	0
49	Sc1ccccc1N=Cc1cccs1	-3
50	CC(=O)Nc1cccc(-c2csc(C(C)(O)c3ccccc3)n2)c1 (stereo not given)	-2
51	C[C@H]1CN([C@@H](C)CO)C(=O)c2cc(Br)cnc2O[C@@H]1CN(C)C(=O)CN(C)C	-1
52	COCCN1C[C@@H](CO)O[C@@H](n2cnc3c(NCCCO)ncnc32)C1	3
53	CC(C)C[C@H]1CN(CCCC[C@@H]2CNC(=O)C(=O)N2CCc2ccccc2)C(=O)C(=O)N1Cc1ccccc1	1
54	O=C(CCN1C(=O)/C(=C\c2ccccc2F)SC1=S)N1CCOCC1	4
55	CC(C)(C)C(=O)c1c(N)[nH]c(C(=O)c2ccccc2)c1-c1cc2ccccc2nc1Cl	1
56	CCOc1ccc(C(=O)CN2C(=O)NC3(CCCc4ccccc43)C2=O)cc1 (stereo not given)	-2
57	Cc1nc2ccccc2nc1N1CCCCC1	3
58	Nc1cc2c(cc1Cl)-c1ccccc1C2	-1
59	Cc1ccc(NC(=O)c2ncn(CCCNCc3ccc4c(c3)OCO4)n2)cc1C	0
60	COc1cc(NC(=O)CCNC(=O)N2CC(=O)Nc3ccccc32)cc(OC)c1OC	2
61	N#CCCN(Cc1ccccc1)C(CCc1ccccc1)C(=O)NC1CCCCC1 (stereo not given)	-2
62	O=S1(=O)CC(N2CCC(Cc3ccccc3)CC2)CN1Cc1ccc(F)cc1 (stereo not given)	-1
63	O=C(COC(=O)Cn1cnc2ccccc21)Nc1ccc(Br)cc1	6
64	Cc1nc(SCC(=O)N2CCCC2=O)c2c(C)c(C)sc2n1	-1
65	CCCS(=O)(=O)NC(=O)C1(C)CCCN(C(=O)c2sccc2C)C1 (stereo not given)	-1
66	CN(C)c1ccc(CN2CCC(C(=O)NC(c3ccc(F)cc3)c3ccc4ccccc4n3)CC2)cc1 (stereo not given)	-2
67	C#Cc1ccc(NC(=O)C2(C)CCN2C(=O)CC(c2ccccc2)c2ccccc2)cc1 (stereo not given)	-4
68	CCOC(=O)c1csc(-c2csc(CCNC(=O)c3ccccc3)n2)n1	-1
69	COC(=O)CCN1CCC2CC1c1cc(-c3cccc(C)c3)ccc12 (stereo not given)	-2
70	CC1(C(=O)NS(=O)(=O)c2ccccc2OC(F)(F)F)CCN1C(=O)c1ccccc1 (stereo not given)	0
71	COc1ccc(OC)c(NC(=O)Nc2nc(C(N)C(C)C)cs2)c1 (stereo not given)	0
72	CCOC(=O)[C@]12CCC=C1N(CCC1=CCCCC1)C(=O)[C@H](CC(=O)N1CCSCC1)C2	2

# Quoted from the listing.
# entry 36 – SENP1 inh: -4
# entry 4 – SENP1 inh: 0

# New compounds follow
entry	molecule	SENP1 inh
73	CCCCNS(=O)(=O)c1ccc(NC(=O)C(Sc2ccccc2)c2ccccc2)cc1 (stereo not given)	2
74	Clc1cccc(-c2nc3ccc(Cl)cn3c2Cc2ccccc2)c1	12
75	CCOC(=O)C(C)Oc1ccc(C2NC(=O)NC(C)=C2C(=O)Nc2ccccc2C)cc1 (stereo not given)	-1
76	CCCCCCN1C[C@H](n2cc(COC(=O)c3ccccc3)nn2)[C@@H](O)C[C@@H]1c1ccc(C)cc1	-2
77	Cn1cnc2c(SCc3ccccc3)ncnc21	0
78	FC(F)(F)Oc1ccccc1C(c1nnnn1-c1ccc2c(c1)OCCO2)N1CCN(C/C=C/c2ccccc2)CC1 (stereo not given)	3
79	C[C@H](CO)N1C[C@H](C)[C@H](CN(C)C(=O)Nc2ccc(C(F)(F)F)cc2)Oc2ncc(-c3cccnc3)cc2C1=O	1
80	O=C(NC1CCCC1)C(C1CC1)n1c(C2CC2)nc2ccccc21 (stereo not given)	0
81	CC1(C(=O)NS(=O)(=O)c2cccs2)CCN1C(=O)C1(c2ccc(Cl)cc2)CC1 (stereo not given)	1
82	CC1(C(=O)NCC2CC2)CCN1C(=O)C/C=C/c1ccccc1 (stereo not given)	2
83	CCCCn1c(O)c2n(c1=O)Cc1ccccc1N=C2c1ccccc1	2
84	COC1=CC(=O)OC(c2ccccc2C(F)(F)F)C1 (stereo not given)	1
85	O=[N+]([O-])c1ccc2c(c1)C(=Nc1ccccc1)c1ccccc1-2	1
86	COc1cc(C(O)c2nc(-c3ccccc3)cs2)ccc1F (stereo not given)	0
87	CC(=O)OCC1(C)CN(c2ccccc2)N(C(=O)c2ccc(C(C)(C)C)cc2)C1=O (stereo not given)	1
88	FC(F)(F)C1=NNC(c2ccc3ccccc3c2)=NN1	1
89	CC(C)C12NC(=O)NC(=O)N1CCS2 (stereo not given)	2
90	COCCN1C(=O)CSCC1(C)C(=O)NC(C)C (stereo not given)	1
91	NC(Cc1ccc(Cl)cc1)c1csc(Nc2nccc(C(F)(F)F)n2)n1 (stereo not given)	-1
92	Clc1ccccc1Nc1nc(NCC2CC2)nc2ccsc12	0
93	CCOC(=O)c1ccc(NC(=O)c2nc[nH]c2C(=O)N[C@@H](C)CO)cc1	4
94	CC(C)CC1C(=O)N(Cc2cn(CC3CCCCC3)nn2)CCS(=O)(=O)N1Cc1ccc(-c2ccc(Cl)c(Cl)c2)cc1 (stereo not given)	1
95	C[C@@H]1CN([C@H](C)CO)C(=O)CCCn2cc(nn2)CO[C@H]1CN(C)C(=O)C1CCCCC1	-1
96	C[C@H](CO)N1C[C@H](C)[C@@H](CN(C)CC2CC2)OCc2cnnn2CCCC1=O	0
97	CC1(C(=O)NS(=O)(=O)c2cccc(OC(F)F)c2)CCN1C(=O)c1cccc(F)c1 (stereo not given)	0
98	CCN(CC)C(=O)C1=C(C)N(CCCOC)C(=O)C(CC(=O)NCCCN(C)C)C1 (stereo not given)	0
99	O=S(=O)(c1cccc(Br)c1)N1CCN(c2ncnc3scc(-c4ccccc4)c23)CC1	2
100	COc1ccc(C=NNC(=S)Nc2ccc(F)cc2)cc1OC	3
101	COc1ccc2cc(/C(C)=N/NC(=O)c3cc(C)oc3C)ccc2c1	3
102	NC(Cc1ccc(F)cc1)c1csc(Nc2ccc(C(=O)NCCCO)cn2)n1 (stereo not given)	-13
103	CCCCCCCN(c1ccccc1)[C@@H]1C[C@H]2CCCC(=O)N3CC[C@@H](C1)[C@@H]23	-1
104	O=C1N(Cc2ccccc2)CC2(Br)COCOC12O (stereo not given)	-3
105	O=C(Nc1ccc(N2CCOCC2)cc1)c1csc([C@@H]2C[C@H](O)[C@@H](CO)O2)n1	-1
106	O=C(Nc1cc([N+](=O)[O-])ccc1O)c1cccc(C(=O)Nc2cc([N+](=O)[O-])ccc2O)c1	1
107	COP(=O)(OC)OC(C(=O)c1ccccc1)c1ccc(Cl)cc1 (stereo not given)	2
108	CCCOc1ccc(C(=O)CCN2CCN(C(=O)OCC)CC2)cc1	0
109	O=c1ccn([C@@H]2O[C@H](CNCc3cccc4c3sc3ccccc34)[C@@H](O)[C@H]2O)c(=O)[nH]1	1
110	O=S1(=O)CC(N2CCC(Cc3ccccc3)CC2)CN1Cc1ccccc1 (stereo not given)	-3
111	COC(=O)C1=CN(c2ccc(F)cc2)C(N)=C(C#N)C1c1ccccc1 (stereo not given)	-6
112	O=[N+]([O-])c1cc([N+](=O)[O-])c(Oc2cccc3c2CCCC3)cc1NN1CCCCC1	1

# Fetched by compound from the list above:
entry	molecule	SENP1 inh
112	O=[N+]([O-])c1cc([N+](=O)[O-])c(Oc2cccc3c2CCCC3)cc1NN1CCCCC1	1
109	O=c1ccn([C@@H]2O[C@H](CNCc3cccc4c3sc3ccccc34)[C@@H](O)[C@H]2O)c(=O)[nH]1	1
110	O=S1(=O)CC(N2CCC(Cc3ccccc3)CC2)CN1Cc1ccccc1 (stereo not given)	-3

# These rows are one share of the data; count on the stated rates, not on these rows.
